Source: PubChem BioAssay (several laboratories)
ABHD5 PLIN5 PPI: ABHD5-PLIN5 protein interaction inhibition; Q00G26+Q8WTS1; Split G. princeps luciferase complementation, luminescence, 4 h; inhibition, % at 4 µM; actives 0.78% (n = 360,000); AID 602281;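 active means inhibition above the mean inhibition across every tested compound plus 3 SD, cut at about 22% in these data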;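 further: 0% = DMSO only wells and the 100% control is not disclosed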
Exocytosis inh: blocks lytic granule exocytosis. TALL-104 LAMP-1 surface exposure, flow cytometry; cells stimulated with thapsigargin and PMA. inhibition, % at 10 µM. actives 0.66% (n = 360,000). AID 651702;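 active means inhibition above about 55%, limit read from the data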
CaV13 ICDI inh: Disruptors of the CACNA1D IQ motif to Ca2+-dependent inactivation inhibitor domain association, primary screening, Förster resonance energy transfer in intact living …; HEK cells, CFP/YFP FRET ICDI-IQ, plate reader, 10 min; percent FRET-ratio fall versus neutral wells; inhibition, % at 12.3 µM; actives 0.098% (n = 340,000); AID 743397;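 active means mean replicate inhibition of at least 30% and at least 1% of replicates passing that level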;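 further: 0% = median of the neutral control wells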
MC4R antagonist: antagonists of human melanocortin 4 receptor (MC4R). P32245. MC4R-expressing cells, MTII-stimulated cAMP, LANCE TR-FRET. inhibition, % at 6.5 µM. actives 0.48% (n = 360,000). AID 540295;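 active means inhibition above its plate's cutoff, the mean of tested wells on that plate plus 3 SD, cut at about 29% in these data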;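 further: 0% = Melanotan II alone and 100% = Melanotan II plus saturating MCL0020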
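Assay system: human MC4R-expressing U2OS cells; reagent: Melanotan II stimulation of cells; dosing: 6.5 µM single dose; timing: compound 30 min, challenge 1 h, detection 1 h; signal: TR-FRET cAMP assay; replicates: one well per compound, no replicates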
PDI turbidity: PDI (human) enzyme inhibition. P07237. PDI insulin aggregation turbidity, A650, 90 min. inhibition, % at 10 µM. actives 0.052% (n = 350,000);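 active means mean inhibition across replicates of 30% or more, whatever share of single replicates reach that level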;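 further: absorbance from insulin aggregation driven by PDI reduction with DTT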
m5-HT2A agonist: activates the mouse 5-HT2A serotonin receptor. CHO-K1 mHTR2A beta-arrestin complementation, luminescence; percent of 30 µM serotonin response. activation, % at 7.6 µM. actives 0.66% (n = 360,000). AID 624169;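 active means activation above a run cutoff, the mean activation of all tested compounds plus 3 SD, cut at about 14% in these data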;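 further: 0% = plate median of compound wells and 100% = 30 µM serotonin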
Cardio protect: modulators protecting cardiomyocytes from myocardial damage. H9c2 cardiomyocytes, H2O2 injury protection, ATPLite, 2 h. protection from H2O2 cell death, % at 20 µM. actives 0.63% (n = 360,000). AID 588492;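 active means compounds giving at least 50% protection of heart cells from peroxide-induced death in the single-dose screen, raw or plate-pattern-corrected value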;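 further: 0% = DMSO wells with peroxide and 100% = DMSO wells without peroxide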
MC4R ag barr: agonists of human melanocortin 4 receptor (MC4R) beta-arrestin. U2OS MC4R beta-arrestin complementation, luminescence; percent of melanotan II response, DMSO zero. P32245. activation, % at 8.9 µM. actives 0.98% (n = 360,000);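 active means activation above a per-plate cutoff, the mean activation of sample wells on that plate plus 3 SD, cut at about 8% in these data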
ABCB6 inh 2: inhibitors of human ABC transporter ABCB6. Q9NP58. K562-ABCB6 porphyrin accumulation, flow cytometry, 1 h; hits give low values. fluorescence ratio to DMSO, % at 10 µM. actives 0.19% (n = 360,000);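 active means fluorescence ratio to DMSO below 75%, the collection mean minus 3 SD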;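 further: signal is porphyrin accumulated inside mitochondria; 100% equals median channel fluorescence of DMSO control wells; lower ratio means ABCB6 inhibition with less porphyrin fluorescence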
Target sequence (Q9NP58 whole entry, looked up): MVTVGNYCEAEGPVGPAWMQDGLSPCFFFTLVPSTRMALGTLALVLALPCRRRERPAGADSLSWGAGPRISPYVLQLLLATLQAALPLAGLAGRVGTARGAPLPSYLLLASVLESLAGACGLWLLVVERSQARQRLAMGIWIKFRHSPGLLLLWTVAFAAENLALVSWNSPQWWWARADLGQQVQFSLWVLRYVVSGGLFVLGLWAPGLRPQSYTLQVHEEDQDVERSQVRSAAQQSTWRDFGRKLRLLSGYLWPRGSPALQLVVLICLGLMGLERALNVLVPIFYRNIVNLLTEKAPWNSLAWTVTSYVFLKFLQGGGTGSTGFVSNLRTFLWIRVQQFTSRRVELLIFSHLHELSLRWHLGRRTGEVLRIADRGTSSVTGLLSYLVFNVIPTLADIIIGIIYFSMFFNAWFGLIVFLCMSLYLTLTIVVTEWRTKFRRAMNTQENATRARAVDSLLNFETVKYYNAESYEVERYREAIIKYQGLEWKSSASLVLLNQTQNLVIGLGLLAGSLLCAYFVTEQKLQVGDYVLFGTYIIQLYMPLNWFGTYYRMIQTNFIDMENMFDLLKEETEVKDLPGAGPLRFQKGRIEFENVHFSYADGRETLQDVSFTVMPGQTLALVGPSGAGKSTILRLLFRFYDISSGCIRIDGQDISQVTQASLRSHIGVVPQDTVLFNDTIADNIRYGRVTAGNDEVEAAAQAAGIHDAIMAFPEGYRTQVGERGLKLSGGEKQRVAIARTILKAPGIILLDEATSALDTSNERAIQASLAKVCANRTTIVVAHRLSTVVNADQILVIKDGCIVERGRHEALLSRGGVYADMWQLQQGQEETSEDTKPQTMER
N-glyco inh: blocks N-linked glycosylation in D54 reporter cells | D54 ERlucT glycosylation luciferase reporter, 24 h; percent of 100 nM tunicamycin response | reporter increase, % at 12.5 µM | actives 0.23% (n = 360,000) | AID 588692;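 active means mean luciferase reporter signal, scaled so untreated is 0 and the glycosylation-blocking control 100, at or above a set limit in every replicate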;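 further: luciferase carries N-glycosylation sites so blocking glycosylation raises the light; 0% = median of neutral control wells and 100% = median of 100 nM tunicamycin wells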
Active calls of the source: *; · = no result given.

Sequence of screens: ABHD5 PLIN5 PPI	Exocytosis inh	CaV13 ICDI inh	MC4R antagonist	PDI turbidity	m5-HT2A agonist	Cardio protect	MC4R ag barr	ABCB6 inh 2	N-glyco inh
COc1ccc(OCCCC(=O)OCC(=O)Nc2sccc2C(N)=O)cc1
    -2	16	-2	9	-7	-10	-14	0.3	92	0
COc1cc(OC)c(NC(=O)c2sc3ncn(CC(=O)N4CCOCC4)c(=O)c3c2C)cc1Cl
    -2	11	-3	7	-1	-3	6	-3.1	94	0
C=CCN(CC=C)C(=O)c1ccc(OC2CCN(C(C)=O)CC2)c(OC)c1
    -3	-1	-2	8	8	6	-2	0.6	103	2
O=C(Nc1ccccc1NC(=O)c1c(F)c(F)c(F)c(F)c1F)c1c(F)c(F)c(F)c(F)c1F
    -2	18	-6	5	-10	-1	-34	0.1	96	1
Cc1cc(NC(=O)NC2CC(=O)N(c3ccc4c(c3)OCCO4)C2)no1 (stereo unspecified)
    2	-2	-6	6	-5	5	2	-0.7	99	3
CCc1nnc(NC(=O)CCC(=O)N2CCN(c3cccc(Cl)c3)CC2)s1
    2	-6	-4	13	-3	4	6	-2.2	99	2
COCCNC(=O)C1(C)CCCN(CCC(=O)c2ccc(Br)cc2)C1 (stereo unspecified)
    5	47	-5	9	-4	0	-19	-1.2	100	0
Cc1nc(NCc2ccco2)c2cn[nH]c2n1
    2	1	-5	11	-19	13	-2	-2.0	91	1
CC(=O)/C(N=Nc1c(C)n(C)n(-c2ccccc2)c1=O)=C(\C)O
    0	0	-5	1	-1	-3	0	-2.6	93	1
COc1ccc(/C=C2/SC(=S)N(n3c(C)ccc3C)C2=O)cc1
    -11	5	·	4	11	4	-23	-2.0	108	1
CCOC(=O)c1ccc(NC2OC(=O)c3ccccc32)cc1 (stereo unspecified)
    4	1	·	7	6	-2	0	-1.1	93	1
CC(=O)Nc1ccc(-c2nn[nH]n2)cc1
    -7	24	4	4	-4	-2	7	-0.8	97	1
c1ccc(-c2ccccc2OCCCN2CCOCC2)cc1
    1	21	-18	-2	5	-10	-2	-2.2	103	3
Cc1nn(-c2ccccc2)c(C)c1NC(=O)COC(=O)c1ccc(O)cc1O
    2	35	-12	2	-27	1	7	-0.1	93	1
CSCCC(=O)N1CCCC(N2CCN(c3cccc(C(F)(F)F)c3)CC2)C1 (stereo unspecified)
    2	-1	-5	10	1	-3	-4	0.8	100	0

The last two entries of the part above lead into the next:
Sequence of screens: ABHD5 PLIN5 PPI	Exocytosis inh	CaV13 ICDI inh	MC4R antagonist	PDI turbidity	m5-HT2A agonist	Cardio protect	MC4R ag barr	ABCB6 inh 2	N-glyco inh
Cc1nn(-c2ccccc2)c(C)c1NC(=O)COC(=O)c1ccc(O)cc1O
    2	35	-12	2	-27	1	7	-0.1	93	1
CSCCC(=O)N1CCCC(N2CCN(c3cccc(C(F)(F)F)c3)CC2)C1 (stereo unspecified)
    2	-1	-5	10	1	-3	-4	0.8	100	0
CC1CCC2(CC1)NC(=O)N(CC(=O)Nc1cccc(C#N)c1)C2=O (stereo unspecified)
    11	-9	-6	14	18	-2	-1	-0.8	98	4
CN1OC[C@@H]2CN(Cc3ccc(Cl)cc3)[C@H](c3ccc(N4CCCCC4)cc3)C[C@@H]21
    -2	3	-7	·	·	-2	-6	·	100	-3
CCOc1ccc(N/C=C/C(=O)c2ccccc2)c([N+](=O)[O-])c1
    4	-5	-3	-12	-6	0	-30	27*	101	-19
O=C(CSC1=NCCS1)Nc1ccccc1F
    -12	16	·	0	6	-2	4	-0.3	101	2
CCOC(=O)N1CCN(C(=O)c2cccc(OC)c2OC)CC1
    -2	4	-3	1	-10	0	6	-0.6	99	1
COc1ccc2ccccc2c1/C=N/NC(=O)c1cccc(C)c1
    4	-15	-5	3	-15	-3	3	-0.2	96	1
OC(c1ccc(Cl)cc1)c1nccc2ccccc12 (stereo unspecified)
    -1	3	-5	-1	2	-3	-3	-0.9	99	0
C[C@@H]1CN(C(=O)c2nc3ccc(Cl)cn3c2CNCC[C@@H]2C[C@@H]3C=C[C@H]2C3)C[C@H](C)O1
    -1	-5	-5	-5	-32	-1	2	-1.8	102	-2
CCCC(=O)Nc1c(-c2cccc(OC)c2)c(=O)c2ccccc2n1C
    7	11	-2	8	13	2	7	-1.9	90	2
CC(=O)NCCn1ccc2ccccc21
    4	0	-1	1	0	0	11	0.0	193	0
Cc1ccc(Cn2ncc3c(NCCCN(C)C)ncnc32)cc1
    9	33	-19	4	23	0	1	-0.3	95	1
Cc1cccc(NC(=O)c2cc[n+]([O-])cc2)c1C
    -3	-6	-3	2	-4	-6	3	0.3	93	0
COc1ccc(-c2c[n+]3c4n2CCCCC4=C(c2ccc(Br)cc2)C3)cc1
    6	-1	-6	6	4	2	-15	4.2	112	9
COc1ccc2c(c1)[n+](=O)c(C(C)=O)c(C)n2[O-]
    4	-2	-4	7	-3	3	9	0.0	102	-1
CC(C#N)Sc1ncnc2sc3c(c12)CCC3 (stereo unspecified)
    -1	-4	·	-19	1	0	-3	0.7	92	-3
Cc1oc2c(O)c(O)ccc2c(=O)c1-c1ccccc1
    1	-4	-6	-4	10	4	69*	-0.2	101	0
C[C@@H]([C@H](O)c1ccccc1)N(C)C(=S)Nc1ccccc1
    -3	-7	-19	1	-1	2	0	-2.2	97	-1
Cc1ccc(NS(=O)(=O)c2csc(C(N)=O)c2)c(C)c1
    -3	18	-17	4	11	4	-2	-1.6	100	1
Cc1ccc(C(=O)CC(=O)c2ccc(C)cc2O)cc1
    -2	-16	-16	15	-9	0	24	4.7	96	2
O=C(CCCCCN1C(=O)[C@@H]2Cc3ccccc3CN2C1=O)Nc1cccc(F)c1
    -8	0	-4	5	-5	1	-2	-1.3	103	1
Cc1ccc(-c2c[n+](CC(=O)Nc3ccc(C)cc3C)c3n2CCC3)cc1
    2	1	-20	-2	-9	-9	-1	1.1	99	1
O=C(CSc1ccccn1)N1CCN(c2cccc(Cl)c2)CC1
    -6	-1	-5	7	-8	13	4	0.8	96	-2
O=C(c1cc(Br)ccc1OC(F)F)N1CCN2CCCC2C1 (stereo unspecified)
    -11	-4	-7	12	5	1	10	-1.7	84	0
C=CCOC(=O)c1ccccc1C(=O)OCC1CO1 (stereo unspecified)
    2	5	-7	2	10	23*	-5	-1.4	91	1
CC1Cc2ccccc2N1C(=O)CSc1ncc(-c2ccc(F)cc2)n1C (stereo unspecified)
    3	5	-7	11	2	3	-7	-2.4	94	-3
C=CCOC(=O)C1=C[C@H](C(C)(C)C)[C@@H](CCCO)[C@H](OCC)O1
    -2	69*	-6	11	0	-4	1	2.6	97	1
COc1cc(C(=O)NCCc2ccc(S(N)(=O)=O)cc2)ccc1OCc1c(C)noc1C
    7	1	-3	3	-9	-4	16	-3.4	97	1
COc1ccc2c(c1OC)c(=O)n1c3ccc(OC(C)C(=O)NCCCN4CCOCC4)cc3c3ccnc2c31 (stereo unspecified)
    1	20	·	5	·	6	28	-1.7	100	9
COC(=O)CNC(c1ccccc1Cl)c1cc(Br)ccc1NC(=O)CCN1CCOCC1 (stereo unspecified)
    21	38	-2	6	0	-3	-8	-1.3	93	23
O=C(/C=C/NCc1ccc(F)cc1)c1ccccc1
    4	-7	-5	1	3	-2	-3	-2.8	100	1
C=C(Cl)COc1ccc2c(CCCC)cc(=O)oc2c1
    -2	2	0	5	2	-5	-9	-0.3	95	-6
C/C(=N\NC(=O)c1cccs1)c1ccc(C(=O)O)s1
    -7	-1	·	-3	12	0	3	-1.6	103	0
CCN(CC)C(=O)c1cccc(NC(=O)c2ccccc2OCc2c(C)noc2C)c1
    0	-2	-6	7	4	13	-2	-2.8	97	1
O=C(NCc1ccccc1Cl)C1CC(=O)N(Cc2ccccc2)C1 (stereo unspecified)
    0	-1	-1	7	6	4	5	-2.0	101	2
CCc1c(O)nc2sc3ccccc3n2c1=O
    5	-1	·	13	-5	1	8	-1.2	97	-1
CN(C1=NS(=O)(=O)N=C(N(C)c2ccccc2)O1)c1ccccc1
    3	-15	-7	2	2	5	9	-0.4	93	1
COc1ccc(C(=O)CSc2nnc(CNC(=O)c3ccco3)n2C)cc1
    -3	0	-6	2	18	1	6	-1.6	97	-1
CC(C)C1C(=O)N(Cc2cn(Cc3ccco3)nn2)CCS(=O)(=O)N1Cc1ccc(-c2ccc(F)nc2)cc1 (stereo unspecified)
    1	1	-4	8	-14	-2	9	-1.5	103	1
CCOc1ccc(NC(=O)CSc2nnc(COc3c(C)cccc3C)o2)cc1
    -4	-4	-16	-1	·	-3	0	0.8	98	1
Cc1cccc(NC(=S)N2CCCC(c3nc4ccccc4[nH]3)C2)c1 (stereo unspecified)
    -1	1	-4	3	-3	6	3	-0.7	92	3
O=S1(=O)CC(N2CCN(c3ncccn3)CC2)CN1Cc1ccc(F)cc1 (stereo unspecified)
    13	-11	-7	·	·	3	6	·	99	2
O=C(Cc1ccc(-n2c(=S)[nH]c3ccccc3c2=O)cc1)N1CCC(N2CCCCC2)CC1
    -11	0	-5	8	-1	-3	3	3.5	90	5
COc1ccc(NC(=O)CCNS(=O)(=O)c2ccc3c(c2)c(=O)n(C)c(=O)n3C)c(OC)c1
    -4	16	-7	4	-5	-4	-6	-1.1	102	1
C/C(=N\NC(=O)c1nnn(-c2nonc2N)c1CN(C)C)c1ccco1
    -10	-1	-3	7	2	-1	8	-1.3	105	1
Cc1ccc(CNC(=O)CSc2nnnn2C)cc1
    -3	-1	-9	8	-3	6	7	-1.5	93	0
CCC(Oc1ccccc1)C(=O)NCCOC (stereo unspecified)
    -2	12	-3	0	-1	0	0	-1.6	97	1
NC(Cc1ccc(C(F)(F)F)cc1)c1csc(Nc2ccc(C(=O)NCc3ccco3)cn2)n1 (stereo unspecified)
    9	14	-10	11	21	1	23	16*	93	2
CC(C)COC(=O)c1cc(=O)[nH]c2ccccc12
    -6	-2	-5	6	-10	1	2	1.5	106	-3
CCCCCCc1c(C)nc(-n2[nH]c(C)c(CCO)c2=O)[nH]c1=O
    2	0	-4	27	-4	-5	15	-5.3	108	1
CCN(C(=O)CSc1nc2ccccc2n1CC)C1CCS(=O)(=O)C1 (stereo unspecified)
    0	0	-19	2	-3	0	-2	-1.1	97	2
CCc1nn(CC(=O)O)c(=O)c2ccccc12
    -9	-2	-7	3	1	3	5	1.5	104	3
COc1ccc(NC(=S)N(Cc2ccc(C(=O)O)cc2)Cc2ccc(OC)c(OC)c2)cc1
    2	-1	0	9	-1	4	-4	-4.3	99	2
COc1ccc(CC(=O)N(C)CC(=O)Nc2ccccc2SC)cc1
    2	-3	-6	11	2	1	1	0.7	101	4
COC(=O)/C=C/c1cnc2ccccc2c1
    -4	7	-4	-1	2	0	1	-4.3	93	3
O=C(NCc1cccnc1)c1cnc2sccn2c1=O
    5	-3	-6	-5	-4	5	9	0.0	99	1
